TIM10 inh – growth inhibitors of isogenic TIM10 control yeast, primary screen, counter-screen for tim10-1 yeast inhibitor project, luminescence, uHTS | S. cerevisiae TIM10 strain growth, BacTiter-Glo luminescence, 24 h | AID 463195, 2010 | inhibition, % at 10 µM | 1.4% of 330,000 active;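 active = inhibition of 40% or more at the single tested concentration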;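 also: wild-type TIM10 isogenic control strain grown at permissive 25 °C; 0% = DMSO yeast wells and 100% = minimal medium wells without yeast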
A3G deaminase – APOBEC3G DNA deaminase inhibitors, primary screen, biochemical, fluorescence, single-stranded DNA substrate, uHTS. DNA dC->dU-editing enzyme APOBEC-3G (Homo sapiens), Q9HC16. inhibition, % at 20 µM. 0.28% of 330,000 active. recombinant A3G, ssDNA deamination FAM/TAMRA fluorescence;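 active = inhibition of at least 40% at 20 µM, with no more than 30% in the related APOBEC3A deaminase screen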;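 also: plate controls were DMSO wells with A3G for no effect and wells lacking A3G enzyme for full effect; some compounds called inactive have numbers as strong as hits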
Target sequence (Q9HC16 whole entry, looked up): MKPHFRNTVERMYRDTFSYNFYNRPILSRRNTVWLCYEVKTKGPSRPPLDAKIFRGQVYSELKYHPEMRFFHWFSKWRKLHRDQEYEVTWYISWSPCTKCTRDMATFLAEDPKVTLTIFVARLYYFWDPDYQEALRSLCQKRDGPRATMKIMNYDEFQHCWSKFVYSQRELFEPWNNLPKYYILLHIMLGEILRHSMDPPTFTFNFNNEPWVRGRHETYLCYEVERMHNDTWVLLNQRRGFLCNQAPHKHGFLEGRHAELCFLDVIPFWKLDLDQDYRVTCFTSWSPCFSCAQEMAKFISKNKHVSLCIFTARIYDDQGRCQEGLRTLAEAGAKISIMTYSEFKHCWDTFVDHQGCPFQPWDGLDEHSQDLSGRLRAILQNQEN
NLRP3 yeast inh – NALP3 inflammasome inhibitors in reconstituted yeast, primary screen, luminescence, uHTS | Yeast reconstituted NLRP3/ASC/caspase-1, beta-gal luminescence, 24 h | inhibition, % at 10 µM | 0.39% of 330,000 active;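 active = inhibition of 50% or more; inactive = inhibition below 50%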;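 also: plate controls were induced DMSO wells for no effect and uninduced yeast grown without galactose for full effect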
mIAP inh – inhibitors of mouse IAP, primary screen, biochemical, luminescence, uHTS; 0.2% of 330,000 active; AID 2806, 2010; inhibition, % at 10 µM; purified mouse IAP, CDP-Star luminescence, 30 min;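 active = inhibition of at least 40% at 10 µM in the primary screen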;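 also: plate controls were DMSO with enzyme for no effect and no enzyme wells for full effect; values of inactives mirror those of a sister screen read the other way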
mIAP activ – activators of mouse IAP, primary screen, biochemical, luminescence, uHTS; intestinal alkaline phosphatase [Mus musculus]; muIAP, CDP-Star luminescence, 30 min; hits give high values; 1 = vehicle-only enzyme signal, 0 = enzyme-free wells; activation factor at 10 µM; 0.24% of 330,000 active; AID 2805, 2010;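 active = activation factor of at least 2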; also: the source names both 10 and 20 µM as test concentration; values of inactives mirror those of a sister screen read the other way
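Assay system: mouse IAP enzyme / Compound: DMSO-dissolved test compounds / Timing: 30 min, room temperature / Measured by: luminescence from enzymatic CDP-Star hydrolysis / Control set: DMSO-only wells, enzyme-free buffer wells as negative control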
tim10-1 inh – growth inhibitors of tim10-1 mutant yeast, primary screen, luminescence, uHTS. 2.2% of 330,000 active. inhibition, % at 20 µM. S. cerevisiae tim10-1 ts strain growth, BacTiter-Glo, 24 h;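 active = inhibition of at least 40%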;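 also: mutant grown at 25 °C; 0% = DMSO wells with yeast and 100% = wells holding no yeast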
beta cell repl – inducers of MIN6 beta-cell proliferation, primary screen, ATP luminescence, uHTS | MIN6 cells proliferation, ATPlite luminescence, 48 h; cells starved in 0.2% serum; 100% = growth in 10% serum | proliferation, % at 10 µM | AID 2380, 2010 | 0.29% of 330,000 active;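 active = compounds whose signal lies at least 3.5 SD above the mean of all wells on their plate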;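 also: 0% = DMSO-treated cells in low-serum medium and 100% = 10% serum control; some compounds called inactive have numbers as strong as hits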
hIAP inh – human IAP inhibitors, primary screen, biochemical, luminescence, uHTS | Intestinal-type alkaline phosphatase (Homo sapiens), P09923 | purified IAP, CDP-Star luminescence, 30 min | inhibition, % at 10 µM | 0.12% of 330,000 active | AID 2544, 2010;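 active = inhibition reaching a set limit with compound at 10 µM in the primary screen, cut at about 35% in these data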;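 also: plate controls were DMSO wells with enzyme for no effect and no-enzyme buffer wells for full effect; values of inactives mirror those of a sister screen read the other way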
Target sequence (P09923 whole entry, looked up): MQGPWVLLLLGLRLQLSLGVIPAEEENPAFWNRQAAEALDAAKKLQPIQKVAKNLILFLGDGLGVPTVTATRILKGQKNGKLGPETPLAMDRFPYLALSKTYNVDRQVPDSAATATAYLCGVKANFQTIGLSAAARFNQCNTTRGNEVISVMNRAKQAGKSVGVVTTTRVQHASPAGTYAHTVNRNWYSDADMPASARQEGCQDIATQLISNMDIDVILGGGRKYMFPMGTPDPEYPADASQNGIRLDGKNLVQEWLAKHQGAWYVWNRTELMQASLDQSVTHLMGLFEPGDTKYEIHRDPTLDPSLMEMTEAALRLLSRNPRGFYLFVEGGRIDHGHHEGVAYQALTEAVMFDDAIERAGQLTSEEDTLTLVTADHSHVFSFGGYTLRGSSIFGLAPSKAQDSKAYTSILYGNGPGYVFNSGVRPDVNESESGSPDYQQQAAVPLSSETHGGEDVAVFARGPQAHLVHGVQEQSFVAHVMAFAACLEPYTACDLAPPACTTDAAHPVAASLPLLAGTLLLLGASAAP
APOBEC3A inh – APOBEC3A ssDNA deaminase inhibitors, primary screen, selectivity assay for APOBEC3G inhibitor project, biochemical, FAM/TAMRA oligo cleavage fluorescence; DNA dC->dU-editing enzyme APOBEC-3A (Homo sapiens), P31941; recombinant A3A, FAM/TAMRA ssDNA deamination fluorescence; AID 493011, 2011; 0.41% of 330,000 active; inhibition, % at 20 µM;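 active = at least 40% inhibition at 20 µM here, with at most 30% in a related deaminase screen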;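 also: plate controls were A3A with DMSO for no effect and wells lacking A3A enzyme for full effect; some results filed as inactive read as strong as hits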
* = called active by the depositor.

SMILES	TIM10 inh	A3G deaminase	NLRP3 yeast inh	mIAP inh	mIAP activ	tim10-1 inh	beta cell repl	hIAP inh	APOBEC3A inh
COc1ccc(CNC(=O)CSc2nnc3nc(C)cc(C)n23)cc1OC	-8	-9	1	-4	1	-12	0	-5	2
CC(C)(C)c1ccc(NC(=O)c2ccsc2)cc1	25	-12	41	-11	1.1	24	-4	14	-4
CC(=O)Oc1ccccc1N(C(C)=O)S(=O)(=O)c1ccc2ccccc2c1	2	-3	-4	14	0.86	26	-2	-11	-3
CCCC(=O)Nc1cccc2c1CCCC2	-4	-8	-12	-2	1	4	1	-14	0
COCCNC(=O)/C=C/c1c(Cl)cccc1Cl	3	-3	7	5	0.95	13	0	35*	-1
CCN(CC)C(=O)CSc1nnc(SC(C)C(=O)NC2CC2)s1 (stereo not given)	8	0	9	-6	1.1	-12	0	0	3
COCc1c(C(=O)N2CCN(S(=O)(=O)c3ccccc3Cl)CC2)oc2ccccc12	21	-2	30	7	0.93	16	4	13	-3
Cc1ccc(-c2ccc(=O)n(CC(=O)NCCCN3CCCCC3)n2)cc1	2	-8	16	8	0.92	-3	-2	-39	-2
COc1ccc(CCNC(=O)CN(C)S(=O)(=O)c2cccs2)cc1	5	-1	14	4	0.96	-22	-5	8	-1
COC(=O)C/C=C/[C@@H](C)[C@@H](/C=N/O[C@@H](C)c1cn([C@H](CO)Cc2ccccc2)nn1)NS(=O)(=O)c1ccc(C)cc1	0	-2	11	-29	1.3	-4	-6	9	1
O=[N+]([O-])c1ccc(-c2cnc(SC(c3ccccc3)c3ccccc3)[nH]2)cc1	5	-14	0	13	0.87	-6	0	-8	-4
CCCCCCCNC(=O)C1(CC2CC(c3cccc(Br)c3)=NO2)CCNCC1 (stereo not given)	7	-6	0	4	0.96	27	-8	9	-3
Cc1ccc2c(C(=O)CN3CCSCC3)c(C)[nH]c2c1	18	-5	22	-1	1	-3	1	5	-4
Cc1onc(-c2ccccc2Cl)c1C(=O)N1CCCCC1C(=O)O (stereo not given)	8	-5	-1	-20	1.2	-7	-2	-23	-4
Cc1nn(C)cc1/C=N/NC(=S)Nc1ccc(Cl)cc1Cl	9	-5	22	-11	1.1	27	-4	-5	5
COc1cc(C(=O)NCc2nc(C)cs2)ccc1OC1CCN(C(C)=O)CC1	-5	-10	8	6	0.94	-13	2	7	0
O=C(NCc1cccc(C(F)(F)F)c1)c1cccc(Cl)c1Cl	17	0	48	-2	1	24	-4	-8	1
COc1ccccc1-n1ccnc(SCC(=O)NCc2ccccc2Cl)c1=O	14	4	12	11	0.89	30	-4	-31	-1
Nc1ccccc1C(=O)Nc1nccs1	-7	-4	7	4	0.96	-19	-1	6	-4
O=C(Nc1cc(S(=O)(=O)N2CCOCC2)ccc1N1CCCC1)c1ccc2c(c1)S(=O)(=O)c1ccccc1C2=O	16	64*	-2	24	0.76	14	-2	11	6
O=[N+]([O-])c1ccccc1/C=C/C=N/Nc1ccc(S(=O)(=O)Nc2ccc(Cl)cc2)cc1[N+](=O)[O-]	29	2	23	22	0.78	13	-7	23	2
CCN1CCN(C(=O)c2cc3sccc3n2CC(=O)c2ccccc2)CC1	-5	1	6	-1	1	11	-2	11	4
CC(C)CCNC(=O)CO/N=C/c1ccccc1OC(F)F	2	4	19	-1	1	19	1	-1	1
Clc1c(OCCCn2ccnc2)ccc2ccccc12	-17	-11	24	4	0.96	-48	-3	-42	0
CCN(CC)c1ccc([N+](=O)[O-])cc1/C=N/NC(=O)CC#N	5	-4	13	10	0.9	-1	-1	-2	0
CCCc1nn2c(=O)cc(CSCC(=O)Nc3ccc(OC)cc3)nc2s1	6	0	4	1	0.99	-12	0	-32	-3
CCOc1ccc(C2/C(=C(/O)c3ccc4c(c3)CC(C)O4)C(=O)C(=O)N2CCCn2ccnc2)cc1OCC (stereo not given)	3	-2	-5	9	0.91	23	1	-23	-1
Cc1ccc(C(=O)NC(NC(=O)c2ccc(C)cc2)c2cccc([N+](=O)[O-])c2)cc1	-23	1	12	-7	1.1	5	0	-7	3
CC1CN(C(=O)CSc2nnc(-c3cccs3)n2N)CC(C)O1 (stereo not given)	11	-1	-9	0	1	4	0	4	0
Cc1ccc(C2c3c(-c4ccccc4O)n[nH]c3C(=O)N2Cc2ccncc2)cc1 (stereo not given)	5	-3	-13	-12	1.1	21	-4	-131	-2
CC(NC(=O)C(C)N1C(=O)c2cccc([N+](=O)[O-])c2C1=O)c1ccccc1 (stereo not given)	1	0	7	-6	1.1	10	1	2	-5
O=C(CSC1=NS(=O)(=O)c2ccccc21)Nc1ccccc1	4	-41	6	31	0.69	13	7	-2	-3
Cc1ccc(S(=O)(=O)Nc2ccc(C(=O)N3CCCC3)cc2)cc1	-11	-13	5	-8	1.1	-18	-2	-4	0
CC(Sc1nc2c(c(=O)[nH]1)CCCC2)C(=O)Nc1ccc(Br)cn1 (stereo not given)	10	-10	5	6	0.94	-15	-1	18	-5
O=C(Nc1cccc(F)c1)Nc1cnccn1	1	0	2	5	0.95	-3	1	-8	-2
CCn1c(SCC(=O)NCc2ccco2)nc2cccnc21	-6	0	9	11	0.89	11	-2	5	1
Cc1onc(-c2c(Cl)cccc2Cl)c1COC(=O)c1ccc([N+](=O)[O-])cc1	1	1	15	7	0.93	-22	-4	14	-1
Cc1cccc(CN2CCN(C(=S)Nc3ccccc3)CC2)c1	12	1	25	-4	1	-1	0	0	-1
Cc1cc(C)nc(/N=C2\NC(=O)CC(C(=O)O)N2c2cccc(Cl)c2)n1 (stereo not given)	10	-2	6	6	0.94	16	3	-32	7
Cc1ccccc1Nc1c(C)c(C)nc2ncnn12	7	-2	10	-5	1	7	-2	-10	-9
CCOc1ccc(N/C(N)=N/c2nc(CSc3nnc(C)s3)cc(=O)[nH]2)cc1	-4	2	7	0	1	-10	-4	-29	3
CC(C)n1cc(C(=O)c2cc(Br)ccc2O)cc(C#N)c1=O	-16	-10	14	7	0.93	10	1	0	-2
COC(=O)c1ccc(N=NN2CCOCC2)cc1	-14	-3	20	-1	1	0	-1	10	0
O=C(Nc1ccccc1C(=O)N1CCCC1)c1ccc(Cl)cc1Cl	4	7	4	-4	1	26	-4	-21	-3
CN(C)c1nc(OCCOC(=O)c2ccccc2)nc(N(C)C)n1	28	-10	12	3	0.97	21	1	2	-1
CC1CC(=O)Nc2ccccc2N1S(=O)(=O)c1ccc(F)cc1F (stereo not given)	0	-2	10	-2	1	10	-2	-6	-2
CC(Nc1ncnc2nc[nH]c12)c1ccccc1 (stereo not given)	-12	-5	2	12	0.88	-28	0	-50	0
Cc1nnc(SCC(=O)Nc2cccc([N+](=O)[O-])c2)n1CC1CCCO1 (stereo not given)	14	-8	2	12	0.89	-6	-3	4	-2
CCOC(=O)N1CCN(C(=O)c2c(N)no[n+]2[O-])CC1	-21	-4	-11	-7	1.1	13	-1	-5	-3
O=C(NCc1ccccc1F)C1CCN(C(=O)c2sccc2-n2cccc2)CC1	8	-1	-11	2	0.98	18	-1	-8	-1
O=c1[nH]c2c(s1)C(c1ccccc1)C1C3CCC(C3)C1S2 (stereo not given)	13	-4	16	18	0.82	14	-2	-21	-1
CCOc1ccc(S(=O)(=O)N(CC)CC(=O)NCc2ccncc2)cc1C	2	-16	8	-4	1	-5	1	16	-1
CCOC(=O)c1sc(N)nc1C(C)(C)C	1	-9	20	2	0.98	4	-1	-12	-5
O=C(Cc1ccc(F)cc1)NC1CCSC1=O (stereo not given)	-10	-7	6	4	0.96	-3	-3	-1	0
O=C(NC1CC2CCC(C1)N2Cc1ccccc1)c1ccccc1Br (stereo not given)	-4	-3	11	-4	1	-10	0	-22	1
Cc1nn(C)c(=O)n1N(C)c1ncc(C(F)(F)F)cc1Cl	-4	-4	-1	-11	1.1	-2	-1	-8	-4
Cc1nc(NCCc2ccccc2)c2oc3ccccc3c2n1	24	-7	7	3	0.97	30	-6	12	-1
O=C(NC1CCCc2ccccc21)c1cn2ccccc2n1 (stereo not given)	9	-2	25	9	0.91	-5	1	4	29
CCN(CCCNC(=O)C1CCC(=O)N1Cc1ccc(C)cc1)c1cccc(C)c1 (stereo not given)	11	-4	2	-10	1.1	18	-4	-35	-4
Cc1csc(=O)n1CCC(=O)OCc1nnc(-c2ccccc2Cl)o1	1	-7	12	6	0.94	10	-1	13	-4
Other entries follow:
SMILES	TIM10 inh	A3G deaminase	NLRP3 yeast inh	mIAP inh	mIAP activ	tim10-1 inh	beta cell repl	hIAP inh	APOBEC3A inh
Cc1ccc(C(=O)N/C(=C\c2ccco2)C(=O)NCCN2CCCCC2)cc1C	1	-9	5	2	0.98	-14	4	6	-3
CON(C)S(=O)(=O)c1cccc(C(=O)Nc2ccc(S(=O)(=O)NC3=NCCCCC3)cc2)c1	-8	-11	2	-1	1	-14	1	0	22
CCn1c(COc2ccc(=O)n(-c3ccccc3)n2)n[nH]c1=S	-3	7	13	-2	1	9	2	-6	-5
Cc1ccc(NCc2ccc(O)c3ncccc23)cc1C	22	-2	-59	0	1	-5	-4	-26	-7
O=C(c1cccc(F)c1)N1CCc2ccccc2C1	-16	2	17	7	0.93	0	-2	10	2
O=C(CCN1C(=O)/C(=C/c2ccc(F)cc2)SC1=S)NNC(=O)c1cccnc1	-15	-2	2	4	0.96	-9	-1	-64	2
Cc1ccccc1-c1nnc(SC(C)C(=O)NC2CCCC2)o1 (stereo not given)	-1	-2	33	-30	1.3	17	-5	-15	4
Cc1cc(OC(=O)c2ccccc2Cl)c([N+](=O)[O-])c(=O)[nH]1	0	-11	5	4	0.96	7	0	10	-3
COc1ccc(N2CC(C(=O)N3CCN(C(=O)c4ccco4)CC3)CC2=O)cc1 (stereo not given)	14	-5	6	-1	1	6	-2	2	-1
CC1CCC/C(=N\Nc2ccc(Cl)c(C(=O)O)c2)C1 (stereo not given)	-14	7	19	5	0.95	9	3	-6	9
CCOc1ccc(CNC(=O)c2cc3oc4ccccc4c3n2C)cc1	-9	11	20	-8	1.1	-19	-3	-24	-4
O=C(O)CN1C(=O)/C(=C/c2ccc(N3CCCCC3)o2)SC1=S	6	0	-26	23	0.77	0	-2	-5	15

Hits appear at their usual frequency. Share with any hit: about 4.6%.
